GRP78 ERSR act: ER stress response induction in glioma | U87-MG GRP78 promoter luciferase reporter, 16 h | Potency, µM, for the others: at the top dose activation, hits mostly activators | actives 0.02% (n = 420,000) | AID 602332; also: potency is read from the fitted curve at half-maximal effect; series mostly up to about 76 µM; % of control where 0% means no effect; nearly all actives have a fitted effect of over 35% in size
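Stably transfected U87-MG human glioma cells carrying a GRP78-based luminescent sensor were seeded at 1000 cells/well, pin-dosed with compounds and incubated 16 h. Luciferase reagent was then added, and end-point luminescence was read after 10 min at room temperature.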
D2 PAM: positive allosteric modulators of human D2 dopamine receptor. P14416. HEK293 T-REx D2, calcium flux, EC20 dopamine potentiation. potentiation, % at 10 µM. actives 0.34% (n = 340,000);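 active = potentiation over 3 SD above the plate norm, cut at about 30% in these data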; also: 0% is about no effect
Target sequence (P14416 whole entry, looked up): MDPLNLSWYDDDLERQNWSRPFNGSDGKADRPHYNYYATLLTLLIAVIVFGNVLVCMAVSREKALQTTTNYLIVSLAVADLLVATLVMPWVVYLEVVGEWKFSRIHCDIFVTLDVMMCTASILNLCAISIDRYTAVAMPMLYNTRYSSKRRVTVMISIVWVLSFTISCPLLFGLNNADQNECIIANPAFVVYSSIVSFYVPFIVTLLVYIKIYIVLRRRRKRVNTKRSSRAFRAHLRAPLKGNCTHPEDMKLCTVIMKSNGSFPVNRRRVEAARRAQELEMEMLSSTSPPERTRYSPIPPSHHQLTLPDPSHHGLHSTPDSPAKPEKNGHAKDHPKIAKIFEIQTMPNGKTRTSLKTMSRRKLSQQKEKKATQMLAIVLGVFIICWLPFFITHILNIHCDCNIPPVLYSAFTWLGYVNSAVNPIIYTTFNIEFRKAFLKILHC
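Potentiation of an EC20 dopamine calcium response measured kinetically over 180 s, after a preceding 180 s compound-only read flagging agonists. Cells: inducible Hek293 Trex D2 line, 4000/well, cultured overnight at 30 C before dye loading.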
Vif-APOBEC3F blk: Vif-A3F binding inhibition | HeLa A3F-eYFP + Vif (tagged APOBEC3F with the HIV-1 protein that degrades it), YFP fluorescence increase | Potency, µM (titrated, usually from 46.1 µM), for the others: at the highest dose activity, negative = active | actives 0.2% (n = 390,000) | AID 602313; also: potency is read from the fitted curve at half-maximal effect; % of control where 0% means no effect; nearly all actives have a fitted effect of over 65% in size
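HeLa cells stably expressing Vif plus C-terminally eYFP-tagged A3F were seeded, incubated overnight at 37 deg C, dosed with compound, incubated overnight again at 37 deg C. Yellow fluorescence (Ex 488/Em 500-530) reported blocked Vif-mediated A3F-eYFP degradation.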
D1 PAM: human D1 dopamine receptor positive modulation; actives 0.036% (n = 360,000); AID 504651; potentiation, % at 10 µM; P21728; HEK293 TREx D1 cells, calcium flux, dopamine EC20 potentiation; in the data active = potentiation above about 30%; also: 0% is about no effect
Target sequence (P21728 whole entry, looked up): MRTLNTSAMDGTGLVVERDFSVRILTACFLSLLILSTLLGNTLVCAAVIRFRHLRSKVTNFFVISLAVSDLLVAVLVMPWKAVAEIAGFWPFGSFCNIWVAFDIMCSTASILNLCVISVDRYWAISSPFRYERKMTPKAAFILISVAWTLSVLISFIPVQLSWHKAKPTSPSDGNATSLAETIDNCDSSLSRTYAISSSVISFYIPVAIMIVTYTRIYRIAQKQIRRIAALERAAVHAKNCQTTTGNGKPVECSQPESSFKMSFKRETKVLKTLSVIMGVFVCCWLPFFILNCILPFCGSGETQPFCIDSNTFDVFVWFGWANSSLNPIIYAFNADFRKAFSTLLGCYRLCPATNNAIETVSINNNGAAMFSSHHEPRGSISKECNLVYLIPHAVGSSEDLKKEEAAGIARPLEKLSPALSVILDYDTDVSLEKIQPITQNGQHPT
D1 agonist: human D1 receptor agonism | P21728 | HEK293 T-REx D1 cells, calcium flux, agonist mode | activation, % at 2 µM | actives 1% (n = 360,000); in the data active = activation above about 30%; also: 0% is about no effect
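Tetracycline-induced HEK293 TREx D1 cells, force-coupled to calcium signalling, were dye-loaded with a no-wash calcium kit. Compound was pin-added after a 10 s baseline. Fluorescence was read kinetically at 1 cycle/s for 180 s, with calcium rises flagged as agonism.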
RXFP1 ag: agonists of human relaxin receptor RXFP1; Q9HBX9; actives 0.3% (n = 370,000); HEK293T-RXFP1 cAMP TR-FRET, 30 min; response scale: percent of porcine relaxin response, buffer zero; Potency, µM (top dose mostly 57.5 µM), for inactives: top-dose activation, hits mostly activators; also: potency is read from the fitted curve at half-maximal effect; % is scaled to controls: 0 for no effect and ±100 for the full control effect; nearly all actives have a fitted effect of over 60% in size; many of its hits are not listed in these tables
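HEK293 cells stably expressing RXFP1, treated 30 min at 37C with compounds plus PDE4 inhibitor Ro 20174; cAMP measured by HTRF TR-FRET. Normalized to buffer and 29 nM porcine relaxin; EC50 by Hill fit.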
LDHA inh: inhibitors of human lactate dehydrogenase A; P00338; purified LDHA, NADH/diaphorase-resazurin fluorescence; active compounds read low; activity change, % (values are at about 110 or 230 µM); actives 0.15% (n = 480,000); in the data active = activity change below about -30%; inconclusive = mostly about -25% to -30%;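 also: plate controls were DMSO wells for no effect and wells without enzyme for full effect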
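Remaining NADH was detected by diaphorase (0.133 mg/mL) converting 37 µM resazurin to fluorescent resorufin, read at 0 and 20 minutes. The preceding 5-minute room-temperature reaction used 2 nM LDHA, 0.2 mM sodium pyruvate and 0.06 mM NADH at pH 7.4.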
D1 antagonist: blocks dopamine activation of the human D1 receptor; HEK293 TREx D1 cells, calcium flux, dopamine EC80; active compounds read low; activity change, negative = inhibition, % at 10 µM; actives 3.2% (n = 360,000); AID 504652; in the data active = activity change below about -30%; also: % is scaled to controls: 0 for no effect and ±100 for the full control effect
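Allosteric or orthosteric antagonism assessed as attenuation of the calcium response to EC80 dopamine, added 180 s after compound, in induced HEK293 Trex D1 cells loaded with no-wash calcium dye.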
Vif-APOBEC3G blk: inhibitors of Vif-APOBEC3G interaction; HeLa A3G-eYFP + Vif (tagged APOBEC3G with the HIV-1 protein that degrades it), YFP fluorescence, overnight; Potency, µM (titrated, usually from 46.1 µM), without a hit: at the top dose activity, negative = active, usual class: inhibitors; actives 0.076% (n = 410,000); AID 602310;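 also: potency is read from the fitted curve at half-maximal effect; % is scaled to controls: 0 for no effect and ±100 for the full control effect; nearly all actives have a fitted effect of over 60% in size; hits raise eYFP signal because A3G escapes Vif-driven loss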
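Read-out is eYFP fluorescence (Ex 488/Em 500-530) from Vif-expressing HeLa A3G-eYFP cells; more signal means A3G escaped Vif-mediated degradation. Cells plated overnight, compound pinned in, incubated overnight at 37 deg C.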
An asterisk follows results filed as active; ? = inconclusive; / = no result given; & = joins results of further samples; ! = not confirmed by another sample. Unless noted, calls follow the shape of the dose curve; as a rule, active = well fitted curve in the direction sought with a large enough effect; inconclusive = small, poorly fitted or top-dose-only effect, or another doubt; inactive = no such curve, though single readings can be large; an effect the other way counts as inactive or inconclusive. A portion of the library, so the mix of outcomes need not match the whole.

SMILES	GRP78 ERSR act	D2 PAM	Vif-APOBEC3F blk	D1 PAM	D1 agonist	RXFP1 ag	LDHA inh	D1 antagonist	Vif-APOBEC3G blk
COc1cc(NC(=O)CCS(=O)(=O)c2ccc3nc(C)sc3c2)cc(OC)c1OC	3%	-22	-12%	-4	3	0.4%	1	6	-7%
CCCCOC(=O)CSc1ncnc2sc3c(c12)CCC(C)C3 (stereo not given)	0%	9	0%	3	2	8.3%	0	-3	-6%
CN1C(C)(C)CC(NC(=O)c2ccco2)CC1(C)C	-4%	7	-3%	0	4	0.8%	0	-8	1%
COc1ccc2oc3cc(C)[n+]([O-])c(-c4ccc(Cl)cc4)c3c2c1	-3%	6	3%	-4	2	-0.9%	0	19	0%
CCOC(=O)C1=C(N)n2c(s/c(=C\c3ccco3)c2=O)=C(C(=O)OCC)C1c1ccco1 (stereo not given)	-6%	1	-8%	-7	5	5.6%	1	20	?
COc1ccccc1C(c1c(O)cc(C)n(Cc2ccco2)c1=O)N1CCCCC1 (stereo not given)	-4%	-4	2%	-3	0	-1.3%	-3	-1	1%
Cc1cc2oc(=O)cc(CSc3nnc(-c4cccs4)o3)c2cc1C(C)C	-2%	-9	6%	-6	0	0.5%	1	0	-1%
CC(NC(=O)c1ccccc1NC(=O)c1ccco1)c1ccccc1 (stereo not given)	-4%	-4	0%	2	4	8.8%	-22	-18	-3%
Cc1cc(C)c(NC(=O)CNC(=O)c2ccc3c(=O)n4c(nc3c2)CCC4)c(C)c1	-3%	-12	0%	-3	2	2.4%	-3	5	1%
Cc1cc(C)c(C(=O)N2CCCC(N3CCN(c4ccc(F)cc4)CC3)C2)o1 (stereo not given)	0%	-23	4%	-2	0	2.4%	-3	2	3%
O=C(c1ccco1)N1CCN(S(=O)(=O)N2CCOCC2)CC1	-5%	-7	-6%	-5	3	-0.3%	-5	-1	0%
COc1cc(-n2c(=O)c3ccccc3n(CC(=O)c3ccccc3)c2=O)cc(OC)c1OC	-3%	-5	3%	-3	1	0.5%	-1	11	3%
COc1ccc(S(N)(=O)=O)cc1-c1nnc2c3ccccc3c(C)nn12	-1%	-3	-1%	1	12	26%	-5&-1	-3	-1%
CCN(c1ccc(OC)cc1)S(=O)(=O)c1nnc(NC(=O)c2ccccc2Cl)s1	-3%&4%	1&-6	5%&4%	-7&-4	2&4	0.3%&2.1%	-3&3	-42*!	-5%&-6%
Cc1nc2ccccc2nc1OCc1cccc(Cl)c1	-1%	-12	0%	-4	-1	2.2%	-7	7	-9%
COc1ccccc1Nc1ccc2nonc2c1[N+](=O)[O-]	-2%	8	-1%	-7	2	3.9%	-4	5	-5%
CSc1ccc(Cc2ccc(Cl)cc2Cl)nn1	6%	7	2%	-1	5	2.4%	-5	-20	-1%
CCn1c(=O)c(C(=O)NNC(=O)c2ccccc2F)c(O)c2ccccc21	8%	-9	-4%	-1	83*	4.5%	6	-42*	2%
COc1ccc(-n2c(SCc3ccccn3)nc3c(c2=O)SCC3)cc1OC	-5%	11	-8%	-4	2	1.9%	-8	13	0%
Cc1nc2c(cnn2-c2ccccc2)c(=O)[nH]1	-2%	-3	-7%	-5	0	6.3%	-2	-38*	-3%

Limited to LDHA inh, RXFP1 ag and Vif-APOBEC3G blk (2 entries from above):
| SMILES | LDHA inh | RXFP1 ag | Vif-APOBEC3G blk |
| --- | --- | --- | --- |
| Cc1cc(C)c(C(=O)N2CCCC(N3CCN(c4ccc(F)cc4)CC3)C2)o1 (stereo not given) | -3 | 2.4% | 3% |
| O=C(c1ccco1)N1CCN(S(=O)(=O)N2CCOCC2)CC1 | -5 | -0.3% | 0% |

New compounds follow:
SMILES	GRP78 ERSR act	D2 PAM	Vif-APOBEC3F blk	D1 PAM	D1 agonist	RXFP1 ag	LDHA inh	D1 antagonist	Vif-APOBEC3G blk
c1ccc(CNc2ccc3c(c2)ncn3C2CCCCC2)nc1	3%	1	-11%	-2	2	-0.2%	7	3	3%
O=C(CSc1nccc(=O)[nH]1)Nc1ccc(F)c([N+](=O)[O-])c1	-4%	15	-20%	1	2	1.6%	-4	-3	3%
COCCNC(=O)C(NC(=O)C1CCC(C)CC1)C(C)C (stereo not given)	-3%	-2	1%	-3	-4	3.2%	-1	20	-1%
COc1ccc(C(=O)NC(=S)NNC(=O)[C@H]2C[C@@H]2c2ccccc2)cc1OC	-1%	-3	-9%	-3	17	0.1%	-2	-3	-3%
Brc1ccccc1-c1nnc(SCc2nc3ccccc3s2)o1	0%	-4	-4%	-5	22	4.6%	-10	-28	-6%
CCCCNC(=O)COC(=O)CNC(=O)c1cc(Cl)cc([N+](=O)[O-])c1	0%	1	0%	6	1	2.7%	-2	8	-1%
O=C(NCCc1ccccc1)/C(=C\c1cccc([N+](=O)[O-])c1)NC(=O)c1ccco1	-4%	/	-1%	-4	4	0.3%	-4	-34*	3%
O=C(Cc1cccs1)NCc1ccc2c(c1)OCO2	9%	-2	-3%	0	2	1.3%	-10	-1	1%
O=C(N/N=C/c1ccncc1)c1ccc(-n2cccc2)cc1	-4%	4	7%	-4	2	3.6%	-4	-9	2%
COc1ccc(-c2ccc(CNCCCN3CCOCC3)o2)cc1Cl	-5%	-10	-1%	-3	4	-0.3%	0	-8	-3%
O=C1NC(CCc2ccccc2)C(=O)N1CCOc1ccccc1 (stereo not given)	-4%	-1	-3%	-5	3	1.3%	-1	54	0%
CC(=O)N1CCN(CC(=O)Nc2cc(S(=O)(=O)N3CCCCC3)ccc2C)CC1	-3%	/	1%	/	/	/	-3	/	0%
CCCCSc1n[nH]c(N)n1	-4%	2	-5%	0	2	1.1%	-2	5	-2%
O=C(Cn1c(=O)n(CC(=O)NCc2ccccc2)c2ccccc21)NCc1ccccc1	3%	-4	-19%	2	0	0.1%	-10	7	-9%
CC(=O)N1CCN(c2ccc(NC(=O)C(c3ccccc3)c3ccccc3)cc2)CC1	-4%	16	7%	-7	0	-0.2%	-1	-12	1%
Cc1c(NC(=S)SCc2ccccc2)c(=O)n(-c2ccccc2)n1C	-5%	-3	?	-4	1	0.3%	-5	-22	-17%
CC(Sc1ncn[nH]1)C(=O)NCc1ccccc1 (stereo not given)	-5%	3	0%	0	2	-0.5%	-10	6	-8%
COc1ccc(NC2CCCN(C(=O)c3cc(C)nc4cc(F)ccc34)C2)cc1 (stereo not given)	-4%	/	4%	-1	0	-3.7%	3	-3	2%
N#Cc1cccc(NC(=O)c2nc(-c3ccccc3)n(-c3ccccc3)n2)c1	-4%	-5	-7%	6	5	-1.4%	-2	-4	-5%
O=C(N/N=C/c1ccc2c(c1)OCO2)C(=O)Nc1ccccc1	3%	4	1%	-1	2	1.6%	-5	-8	-2%
CC(OC(=O)Cc1coc2ccc3ccccc3c12)C(=O)Nc1ncc(Cl)cc1Cl (stereo not given)	-3%	0	1%	-6	8	0.4%	1	12	-7%
O=C(CN1CCCN(Cc2ccc(Cl)cc2)S1(=O)=O)Nc1ccccc1F	-2%	-2	5%	-3	0	-1.3%	-5	4	6%
Cc1ccc(NC(=S)NC2CCCC2)cc1	7%	-3	-18%	1	-1	-1.1%	3	-2	0%
CCN(CC)CCNC(=O)c1cn(CC)c2ccc(S(=O)(=O)N3CCOCC3)cc2c1=O	-5%&-3%	-2&-4	7%&-6%	2&-2	0&-1	5.1%&8.5%	-10&3	-21&-2	1%&2%
COc1ccc(C2C(C(=O)NCc3ccccn3)c3ccccc3C(=O)N2C)cc1OC (stereo not given)	-3%	4	1%	2	-1	1.4%	-4	15	0%
Cc1ccc(C)c(NC(=O)COC(=O)c2cc3ccccc3oc2=O)c1	-1%	9	-3%	3	2	3.9%	1	19	1%
CCOCCCN1C(=O)CN(C2CCCCCC2)C(=O)C1c1ccc(OCC)c(OC)c1 (stereo not given)	-2%	14	-2%	1	-4	-0.9%	-8	3	3%
O=C(NCC1CCCO1)c1nn2c(c1Cl)NC(c1ccc(F)cc1)CC2C(F)(F)F (stereo not given)	-3%	2	-5%	-11	1	-0.4%	-10	-13	2%
Cc1ccccc1Cn1c(-c2cccs2)nc2ccccc21	-2%	7	-3%	2	4	5.3%	-2	15	-11%
COc1ccc2[nH]c(=O)c(CN(Cc3nnnn3Cc3ccc(F)cc3)CC3CCCO3)cc2c1 (stereo not given)	-4%	9	7%	0	0	2.8%	-6	5	-7%
O=C(Nc1nc2ccc(S(=O)(=O)N3CCCC3)cc2s1)c1ccc(F)cc1	-5%	14	0%	9	5	?	-4	-2	-4%
Cn1cc(C2OC(=O)c3ccccc32)c2ccccc21 (stereo not given)	-3%	/	-6%	/	/	/	0	/	?
O=C(O)c1ccccc1C(=O)Nc1nc(-c2ccc3ccccc3c2)cs1	-1%	14	8%	14	1	-1.0%	-14	1	0%
Cc1cccn2cc(CNC(=O)C3CCCCC3)nc12	-2%	1	-7%	0	-1	-2.3%	-3	7	-5%
C=CCn1c(O)c(N=NC(=O)OC(C)(C)C)c2ccccc21	3%	-6	3%	3	3	-0.2%	-5	8	-9%
CC(=O)[C@@]1(O)CCC2C3C=CC4=CC(=O)CC[C@]4(C)C3CC[C@@]21C (stereo not given in full)	-3%	-9	0%	-10	1	0.0%	-1	-7	5%
CC(C)n1c(=O)[nH][nH]c1=S	0%	-6	5%	3	2	-1.8%	-5	5	-3%
O=C(NC1CCCCCC1)C1CCC(=O)N(Cc2ccccc2F)C1 (stereo not given)	0%	6	-1%	-1	2	-1.9%	-2	-4	-5%

Screening results deposited in PubChem BioAssay by National Center for Advancing Translational Sciences (NCATS).
